# Screening data (PubChem)
# RBBP9 inh: human RBBP9 inhibitors, primary screen, biochemical, fluorescence polarization, FP-Rh probe, HTS; hit rate 0.2% among 220,000; recombinant RBBP9; inhibition, % at 7.94 µM; AID 1515, 2009;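 active = inhibition above the campaign mean of all tested compounds plus 3 SD, cut at about 14% in these data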;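 note: plate controls were DMSO wells with RBBP9 for no effect and wells lacking RBBP9 protein for full effect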
#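 System: RBBP9 protein | Quantity: 2.5 µM RBBP9 dispensing solution, before mixing | Reagent: FP-Rh probe, 375 nM dispensing solution | Timing: Enzyme-compound preincubation 30 min, then probe labeling 45 min, 25 °C | Measured by: Fluorescence polarization | Read-out: % inhibition | Replication: One well per compound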
# Calpain2 inh: inhibitors of pig calpain II, primary screen, biochemical, fluorogenic peptide substrate, 1536-well; purified calpain II, 30 min; inhibition, % at 16 µM; hit rate 0.37% among 220,000; AID 1236, 2008;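 active = inhibition above about 50%, limit read from the data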
# Runt-CBFb FRET: inhibitors of RUNX1 Runt–CBFb binding, primary screen, biochemical, FRET, Cerulean-Runt, Venus-CBFb, uHTS | hit rate 0.46% among 220,000 | Runt-related transcription factor 1 (Homo sapiens) + Core-binding factor subunit beta … | inhibition, % at 20 µM | Cerulean-Runt/Venus-CBFb FRET ratio 530/480, 1 h;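 active = inhibition over about 50% at 20 µM in the single-dose screen, limit read from the data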;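 note: 0% = DMSO wells and 100% = excess unlabeled CBFb competitor control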
# Target sequence (Q01196 whole entry, looked up): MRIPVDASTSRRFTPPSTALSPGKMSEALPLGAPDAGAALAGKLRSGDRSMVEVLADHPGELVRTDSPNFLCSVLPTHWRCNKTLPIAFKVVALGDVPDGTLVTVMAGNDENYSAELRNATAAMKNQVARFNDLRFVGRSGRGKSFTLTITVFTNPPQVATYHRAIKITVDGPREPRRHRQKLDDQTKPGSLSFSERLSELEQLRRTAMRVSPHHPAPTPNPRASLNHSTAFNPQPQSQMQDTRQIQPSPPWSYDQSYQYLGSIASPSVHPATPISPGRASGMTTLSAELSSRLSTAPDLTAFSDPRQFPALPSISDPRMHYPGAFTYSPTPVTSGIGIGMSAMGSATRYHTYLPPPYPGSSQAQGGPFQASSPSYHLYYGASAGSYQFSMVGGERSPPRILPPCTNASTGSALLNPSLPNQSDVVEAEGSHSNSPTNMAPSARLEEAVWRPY
# Target sequence (Q13951 whole entry, looked up): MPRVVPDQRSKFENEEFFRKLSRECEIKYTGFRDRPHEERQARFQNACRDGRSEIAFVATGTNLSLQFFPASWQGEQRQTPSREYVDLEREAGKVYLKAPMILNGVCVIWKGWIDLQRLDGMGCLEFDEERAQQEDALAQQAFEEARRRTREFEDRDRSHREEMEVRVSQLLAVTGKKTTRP
#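 Measured by: fluorescence energy transfer, 422 nm excitation, 530/480 nm emission; Assay system: Cerulean-Runt domain; Medium: Tris pH 7.5 buffer with BSA; Measure: loss of energy transfer signal; Controls: 5 µM unlabeled CBFb as full-inhibition high control; Incubation: protein complex preformed 1 h, compound exposure 1 h, room temperature, dark.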
# Tb hexokinase: Trypanosoma brucei hexokinase 1 inhibitors, primary screen, biochemical, G6PDH-coupled NADH absorbance, MLSCN library. hexokinase 1 [Trypanosoma brucei]. recombinant TbHK1, G6PDH-coupled NADH A340. inhibition, % at 10 µM. hit rate 0.11% among 220,000;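 active = inhibition of 50% or more in the single-dose primary screen; inactive = inhibition below 50%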
# Furin inh: human furin inhibitors, primary screen, biochemical, fluorescence intensity. P09958. purified furin, fluorogenic substrate cleavage. inhibition, % at 30 µM. hit rate 0.061% among 220,000; in the data active = inhibition above about 25%; note: inactives centre near -15
# Runt-SMMHC FRET: inhibitors of RUNX1 Runt–CBFb-SMMHC binding, primary screen, biochemical, FRET, Cerulean-Runt, Venus-CBFb-SMMHC, uHTS; hit rate 0.74% among 220,000; Cerulean-Runt/Venus-CBFb-SMMHC FRET ratio 530/480, 1 h; inhibition, % at 20 µM; AID 1434, 2008;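 active = mean inhibition across duplicate retests at 20 µM reaching about 50%, limit read from the data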;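 note: 0% = DMSO wells and 100% = wells with excess untagged CBFb-SMMHC; inhibitors lower the FRET ratio by blocking Runt binding to CBFb-SMMHC; some results filed as inactive read as strong as hits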
# p47phox inh: p47phox/p22phox peptide binding inhibitors, primary screen, biochemical, uHTS, NADPH oxidase regulatory subunit; Neutrophil cytosol factor 1 (Homo sapiens), P14598; fluorescence polarization, 2 h; inhibition, % at 24.7 µM; hit rate 0.53% among 220,000; AID 1274, 2008;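 active = inhibition above about 30%, limit read from the data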;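 note: 0% = p47phox with labelled peptide and 100% = labelled peptide alone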
# Target sequence (P14598 whole entry, looked up): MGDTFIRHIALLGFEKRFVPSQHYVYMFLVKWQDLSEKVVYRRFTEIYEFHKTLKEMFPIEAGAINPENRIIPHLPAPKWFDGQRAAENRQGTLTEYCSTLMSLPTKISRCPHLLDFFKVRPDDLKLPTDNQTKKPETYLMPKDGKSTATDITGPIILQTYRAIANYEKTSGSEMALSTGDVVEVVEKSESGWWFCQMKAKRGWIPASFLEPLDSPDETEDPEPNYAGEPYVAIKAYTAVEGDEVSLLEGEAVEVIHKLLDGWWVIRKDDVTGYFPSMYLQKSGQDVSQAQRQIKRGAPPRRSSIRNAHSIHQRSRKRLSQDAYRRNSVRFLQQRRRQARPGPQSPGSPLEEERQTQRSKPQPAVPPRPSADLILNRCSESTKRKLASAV
# EBV gp42 inh: Epstein-Barr virus gp42 inhibitors, primary screen, biochemical, uHTS, fluorescence polarization | Glycoprotein 42 (Epstein-Barr virus (strain AG876)), Q1HVG2 | Fluorescence polarization binding assay, mP read-out | inhibition, % (tested at 21.74 µM) | hit rate 0.42% among 220,000 | AID 1085, 2008; in the data active = inhibition above about 50%
# p97 ATPase inh: inhibitors of human p97 ATPase, primary screen, biochemical. Transitional endoplasmic reticulum ATPase (Homo sapiens), P55072. recombinant p97 ATPase, Kinase-Glo ATP luminescence, 3 h. inhibition, % at 8 µM. hit rate 0.42% among 220,000. AID 1481, 2009; in the data active = inhibition above about 15%;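 note: 0% = DMSO vehicle and 100% = wells lacking enzyme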
# * hit, by the source's call; . = not tested or not shown; [ ] = dose if it differs, or a comment.
mol	RBBP9 inh	Calpain2 inh	Runt-CBFb FRET	Tb hexokinase	Furin inh	Runt-SMMHC FRET	p47phox inh	EBV gp42 inh	p97 ATPase inh
CN1CC(=O)N(C)c2nc(Br)n(C)c2C1=O	-5	-14	0	11	-21	-8	9	-23	0
CCc1ccc(NCc2nc3ccccc3c(=O)[nH]2)cc1	-1	-22	-1	-2	1[20 µM]	1	1	0	-2
COC(=O)Cc1ccc(NC(=S)Nc2ccc(N3CCOCC3)cc2)cc1	4	16	16	-2	-13	0	10	2	1
CC(=O)c1ccc(N2CCCC2)c(F)c1	3	0	-3	-21	-5	-3	-10	-18	-1
O=S(=O)(c1cccc(-c2nnc(-c3ccc(Br)cc3)o2)c1)N1CCCCCC1	-5	-25	1	4	1	3	6	-2	9
CC(C)CNC(=O)c1c2c(nc3ccccc13)-c1ccccc1CC2	-1	-24	-3	-15	-20[20 µM]	-3	2	-10	3
CCCC(=O)Nc1cc(C)c(NC(=O)Cc2ccccc2)cn1	-1	-26	2	4	-10	2	-13	-22	1
COc1ccc2nc(N=NC3=C(O)CC(C)(C)CC3=O)sc2c1	-4	-27	-5	-6	-26	-7	-2	-19	6
CCCNC(=O)OC[C@H]1O[C@H](CCO/N=C/[C@@H](NS(=O)(=O)c2ccc(C)cc2)[C@H](C)/C=C/CC(=O)OC)C=C[C@@H]1Oc1ccc(OC)cc1	-8	20	-6	2	-6	-4	-4	-6	-4
COc1ccccc1C(=O)NCC1CCN(c2ccc(S(=O)(=O)N3CCOCC3)cc2)CC1	-4	-9	0	-10	-10[20 µM]	1	-11	-10	-2
CNC(=O)NC(=O)CSc1nc2ccccc2n1CCOC	-4	7	-2	0	-11[20 µM]	2	-14	-49	5
COC(=O)c1ccc(Cl)c(NC(=O)c2cccc([N+](=O)[O-])c2C)c1	-10	3	0	-7	-18	2	-8	8	0
Cc1ncc2c(c1OC(=O)c1ccc([N+](=O)[O-])cc1)COC(C)(C)OC2	-1	-27	-3	-5	-2[20 µM]	-8	2	-5	7
CC(=O)NCC1(O)CCCC(C)C1 (stereo not given)	-6	-12	-1	0	-27	-1	-9	-17	3
CCCOC(=O)C1=C(C)N(C)C(=O)NC1c1cc2c(cc1[N+](=O)[O-])OCO2 (stereo not given)	2	-73	-10	-1	-16	-86	-2	-23	3
CS(=O)(=O)Nc1ccc(C2=NN(S(C)(=O)=O)C(c3ccccc3)C2)cc1 (stereo not given)	-11	-206	0	-12	-14	7	-112	-2	-3
NC(=O)c1c(-c2ccc(Cl)cc2Cl)csc1NC(=O)Cc1ccccc1	-3	16	-1	43	-15	1	-19	-3	3
O=c1c2ccccc2nc2ccc(NCc3cccs3)nn12	-8	-72	.	-15	-23	4	-27	2	0
CCOC(=O)C1CCCN(C(=O)c2cc3c(C)nc4ccccc4c3o2)C1 (stereo not given)	-9	5	-1	0	-3[20 µM]	0	-12	-3	-5
COc1ccc(NC(=O)CSc2ccccc2)cc1S(=O)(=O)N1CCCCC1	-7	-3	1	-4	-11	6	-13	-2	-4
COc1cc(O)c(C(CCN2CCCC(C)C2)c2ccc3c(c2)OCO3)c(OC)c1 (stereo not given)	.	-6	1	-1	-19	3	-2	-16	.
CCSCCOC(=O)C1=C(C)NC2=C(C(=O)CCC2)C1c1coc2ccccc2c1=O (stereo not given)	-12	-21	-5	-13	-4	-37	-6	9	-4
Cc1ccsc1/C=C1\SC(N2CC(C)OC(C)C2)=NC1=O (stereo not given)	-7	17	8	-15	-9	4	-22	-2	6
Cc1ccc2cc(CNC(C)C)c(=O)[nH]c2c1	-9	13	-2	-14	-17	-9	-5	-2	6
CCOc1ccc2nc(Cl)c(CN(C(=O)c3cnccn3)C3CCCC3)cc2c1	-3	0	-1	-6	-25	2	-4	-11	3
O=C(NS(=O)(=O)Oc1cccc(Cl)c1Cl)OC[C@@H]1CCCN2CCCCC12 (stereo not given in full)	-3	11	2	-2	-12	-2	-10	9	5
COc1ccc(OC)c(N(CC(=O)N2CCC(C)CC2)S(=O)(=O)c2ccccc2)c1	-10	-13	0	1	-4[20 µM]	-3	-3	-21	-5
CCN(C(=O)c1cn(C)c(=O)c2cc(OC)c(OC)cc12)c1ccccc1C	2	26	2	-8	-14[20 µM]	1	0	-4	-2
CCS(=O)(=O)N1CCC(C(=O)Nc2cc([N+](=O)[O-])ccc2C)CC1	-2	14	1	-10	-18	-1	4	-1	-1
CC(=O)Nc1ccc(S(=O)(=O)n2cnc(C)c2)cc1	-7	-11	0	0	-14	-1	-13	-7	2
CCN1CCN(CCNC(=O)CSCc2nc(-c3ccc(OC)c(OC)c3)oc2C)CC1	-8	-14	-1	-4	-17[20 µM]	0	2	-10	-2
CCOC(=O)N1CCN(c2nc3ccc(C(=O)c4ccccc4)cc3n3cnnc23)CC1	-7	2	-4	-24	-12	-2	-13	-23	6
NNC(=O)c1cc(O)c(O)c(O)c1	8	8	50	17	11	30	11	3	-4
COc1ccc2c(c1)C(C)CC(C)(C)N2C(=O)CSc1ncn[nH]1 (stereo not given)	-8	-6	-2	0	-28	2	1	-14	-1
O=C(Nc1cccc(C(=O)O)c1)Nc1ccccc1Cl	-4	13	-1	13	2	0	-6	-2	-4
Cn1c(=O)c2c(nc(-c3ccccc3)n2C)n(Cc2ccccc2)c1=O	0	8	-4	26	-3	-1	7	3	7
CCn1nccc1C(=O)Nc1ccc(Cl)cn1	-5	-35	1	6	3[20 µM]	-9	-5	-20	-4
COc1ccc(OC)c(C2=NOC(C(=O)Nc3cc(C)on3)C2)c1 (stereo not given)	-3	16	1	-18	-9	-5	17	-9	7
Cc1cc(C)n(-c2nc(O)cc(=O)[nH]2)n1	11	-23	-1	-1	-19[20 µM]	-5	8	-18	3
Cn1c(=O)cc(SCC(=O)NCCC2=CCCCC2)c2ccccc21	2	10	-1	14	-6	-2	1	-10	1
CC1(C)CC(=O)C(N=Nc2ccc(S(=O)(=O)N3CCCCCC3)cc2)=C(O)C1	0	30	-4	-12	-27	-6	5	-12	4
Cc1sc(=NC(=O)c2ccco2)n(C)c1-c1ccc(F)cc1	-9	12	-1	-48	-18[20 µM]	4	-18	3	-3
COC(=O)c1cc(NC(=O)/C=C/c2ccc3c(c2)OCO3)cc(C(=O)OC)c1	-5	-413	.	-18	-33[20 µM]	0	-8	-2	1
Cc1ccc(S(=O)(=O)N2CCN(C(=O)c3n[nH]c(=O)c4ccccc34)CC2)cc1	-5	12	-1	-3	-22	-6	-3	-14	6
CCCC1CCC(=NNC(=S)NCCc2ccccc2)CC1 (stereo not given)	-8	5	-1	4	-25	-2	-20	-14	3
Fc1cc2ncn(Cc3ccccc3)c2cc1F	0	-17	-1	-1	-29	0	-10	0	-4
O=S(=O)(c1cccs1)N1CN(C2CCCC2)c2nc3ccccc3nc21	2	-15	4	-21	-13	3	2	5	4
O=S(=O)(c1cccs1)N1CN(CC2CCCO2)c2nc3ccccc3nc21 (stereo not given)	-5	21	-1	-23	1	3	4	-13	6
COc1ccc(NC(=O)C(F)(OC)C(F)(F)F)c(OC)c1 (stereo not given)	-6	-16	-2	4	-9	5	-7	-18	-7
CCOc1ccc2nc(C)cc(Nc3cccc([N+](=O)[O-])c3)c2c1	2	-16	-2	-24	14	3	-7	-2	6

# (further entries)
mol	RBBP9 inh	Calpain2 inh	Runt-CBFb FRET	Tb hexokinase	Furin inh	Runt-SMMHC FRET	p47phox inh	EBV gp42 inh	p97 ATPase inh
CCN(CC)CCNC(=O)c1cc2c(=O)n(C)c3ccccc3c2n1C	-8	-156	2	8	-41	2	-8	-19	7
N/C(=N\OC(=O)c1ccc2c(c1)OCO2)c1ccc([N+](=O)[O-])cc1	1	-31	1	-6	-18	2	2	3	4
CS(=O)(=O)N(CC(=O)NCC1CCCO1)c1ccc(Cl)c(Cl)c1 (stereo not given)	-4	0	-1	-7	-5[20 µM]	0	-9	-11	-2
CC1=C(c2ccccc2)C(=S)NC(C)(C)C1	-2	-14	2	-14	-13	0	-13	-2	8

# Molecules shown so far that contain four or more nitrogen atoms (14):
mol	RBBP9 inh	Calpain2 inh	Runt-CBFb FRET	Tb hexokinase	Furin inh	Runt-SMMHC FRET	p47phox inh	EBV gp42 inh	p97 ATPase inh
CN1CC(=O)N(C)c2nc(Br)n(C)c2C1=O	-5	-14	0	11	-21	-8	9	-23	0
CNC(=O)NC(=O)CSc1nc2ccccc2n1CCOC	-4	7	-2	0	-11[20 µM]	2	-14	-49	5
O=c1c2ccccc2nc2ccc(NCc3cccs3)nn12	-8	-72	.	-15	-23	4	-27	2	0
CCOc1ccc2nc(Cl)c(CN(C(=O)c3cnccn3)C3CCCC3)cc2c1	-3	0	-1	-6	-25	2	-4	-11	3
CCN1CCN(CCNC(=O)CSCc2nc(-c3ccc(OC)c(OC)c3)oc2C)CC1	-8	-14	-1	-4	-17[20 µM]	0	2	-10	-2
CCOC(=O)N1CCN(c2nc3ccc(C(=O)c4ccccc4)cc3n3cnnc23)CC1	-7	2	-4	-24	-12	-2	-13	-23	6
COc1ccc2c(c1)C(C)CC(C)(C)N2C(=O)CSc1ncn[nH]1 (stereo not given)	-8	-6	-2	0	-28	2	1	-14	-1
Cn1c(=O)c2c(nc(-c3ccccc3)n2C)n(Cc2ccccc2)c1=O	0	8	-4	26	-3	-1	7	3	7
CCn1nccc1C(=O)Nc1ccc(Cl)cn1	-5	-35	1	6	3[20 µM]	-9	-5	-20	-4
Cc1cc(C)n(-c2nc(O)cc(=O)[nH]2)n1	11	-23	-1	-1	-19[20 µM]	-5	8	-18	3
Cc1ccc(S(=O)(=O)N2CCN(C(=O)c3n[nH]c(=O)c4ccccc34)CC2)cc1	-5	12	-1	-3	-22	-6	-3	-14	6
O=S(=O)(c1cccs1)N1CN(C2CCCC2)c2nc3ccccc3nc21	2	-15	4	-21	-13	3	2	5	4
O=S(=O)(c1cccs1)N1CN(CC2CCCO2)c2nc3ccccc3nc21 (stereo not given)	-5	21	-1	-23	1	3	4	-13	6
CCN(CC)CCNC(=O)c1cc2c(=O)n(C)c3ccccc3c2n1C	-8	-156	2	8	-41	2	-8	-19	7
